# Source: PubChem BioAssay
# USP2a block = inhibitors of human ubiquitin-specific protease USP2a; O75604; USP2 core, Ub-CHOP2 coupled fluorogenic reporter, 485/531; Potency, µM (titrated, usually from 38.3 µM), for the others: top-dose activity change, negative = inhibition, hits mostly inhibitors; 330,000 compounds, 0.01% hits;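 note: potency is the fitted concentration of half-maximal effect; plate controls were DMSO wells for no effect and full inhibition by NEM control for full effect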
#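 Cell-free coupled assay: 10nM USP2 core preincubated 30min RT with compound in Tris-HCl pH 8.0/CaCl2/CHAPS buffer, then 25nM Ub-CHOP2 and 25nM reporter substrate; fluorescence (Ex 485/Em 531) read after 60min RT, normalized to NEM inhibition, concentration-response curves fitted.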
# TRPV1 ag = agonists of human vanilloid receptor 1 (TRPV1); Q8NER1; TRPV1-expressing cells, Fluo-8 calcium influx, agonist mode; activation, % at 8.33 µM; 320,000 compounds, 0.19% hits; AID 540275; in the data active = activation above about 80%; inconclusive = between about 30% and that limit; note: 0% is about no effect
#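 Fluo-8 calcium influx in TRPV1-expressing cells, kinetic read (ex 480/em 520 nm). Compound added and read 3 min for agonist activity, followed by capsaicin at EC20 final and 2 min further read for enhancement.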
# Integrin act MD = activates integrin-mediated alleviation for muscular dystrophy | alpha7betagal myoblasts, beta-gal FDG fluorescence, 48 h | Potency, µM (series often up to 38.3 µM), for inactives: at the top dose activation, most hits filed as activators | 350,000 compounds, 0.064% hits | AID 624291;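 note: potency is the fitted concentration of half-maximal effect; 100% = response of the positive control SU9516; nearly all actives have a fitted effect of over 60% in size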
#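 Alpha7betagal+/- myoblasts (passage 13) were plated 16-24 hr, then exposed to compounds (1:260 dilution of DMSO stock) for 48 hours at 37C. After MPER lysis, β-galactosidase reporter activity was read as FDG fluorescence (ex 480/em 540) after 30 minutes.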
# PTAP TSG101 blk = blocks PTAP/TSG101 interaction to inhibit HIV-1 budding; Q99816; Fluorescence polarization, FITC-PTAP peptide / Tsg101 binding; Potency, µM (titrated, usually from 115 µM), for inactives: at the highest dose activity change, negative = inhibition, actives largely listed as inhibitors; 340,000 tested, under 10 active; AID 493005; active = well fitted inhibition curve with a large enough effect in the main read-out, with a control signal flat, not every such curve was filed as active; inconclusive = small, poorly fitted or top-dose-only effect, or effect the other way, or a change in a side signal; inactive = no such curve, though single readings can be large or run the other way; note: potency is the fitted concentration of half-maximal effect; % of control where 0% means no effect
# Target sequence (Q99816 whole entry, looked up): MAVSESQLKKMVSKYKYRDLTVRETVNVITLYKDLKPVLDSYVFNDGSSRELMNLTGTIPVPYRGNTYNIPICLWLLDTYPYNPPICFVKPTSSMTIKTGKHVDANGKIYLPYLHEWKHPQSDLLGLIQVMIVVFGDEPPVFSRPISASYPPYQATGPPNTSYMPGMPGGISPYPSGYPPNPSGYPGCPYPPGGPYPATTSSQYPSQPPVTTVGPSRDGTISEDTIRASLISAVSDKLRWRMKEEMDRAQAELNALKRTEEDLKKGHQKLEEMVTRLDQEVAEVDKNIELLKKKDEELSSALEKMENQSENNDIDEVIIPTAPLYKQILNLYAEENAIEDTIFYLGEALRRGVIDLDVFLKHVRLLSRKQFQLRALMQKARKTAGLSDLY
#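 Tsg101 binding domain (10 uM final) was mixed with compound and a FITC-labeled PTAP peptide (50 nM final) in HEPES pH 7.5 buffer with NaCl, Tween 20, EDTA and TCEP; fluorescence polarization was read after 20 min at r.t.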
# B2AR arrestin = recruits beta-arrestin to the human beta2-adrenergic receptor | P07550 | beta-arrestin recruitment to beta2AR, cell-based reporter | Potency, µM (series often up to 46.1 µM), for inactives: top-dose activation, actives largely listed as activators | 330,000 compounds, 0.02% hits | AID 492947;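 note: potency is the fitted concentration of half-maximal effect; 0% = DMSO controls and full agonism = EC100 isoproterenol or metaproterenol; nearly all actives have a fitted effect of over 65% in size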
# uPA surface inh = cell surface uPA generation inhibition; AID 540303; 330,000 compounds, 0.31% hits; Potency, µM (series often up to 38.3 µM), without a hit: at the top dose activity change, negative = inhibition, actives largely listed as inhibitors; cell surface uPA generation assay, qHTS; active = well fitted inhibition curve with a large enough effect; inconclusive = small, poorly fitted or top-dose-only effect; inactive = no such curve, though single readings can be large or run the other way; tested in mouse RAW 264.7 cells; note: potency is the fitted concentration of half-maximal effect; % is set by controls: 0 for no effect and ±100 for the full control effect; nearly all actives have a fitted effect of over 55% in size
# ASM inhibitor = inhibitors of human secretory acid sphingomyelinase | 340,000 compounds, 0.006% hits | Potency, µM (titrated, usually from 57.5 µM), without a hit: top-dose activity change, negative = inhibition, actives largely listed as inhibitors | P17405 | placental ASM, HMU-PC fluorogenic substrate, 60 min; note: potency is the fitted concentration of half-maximal effect
#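 Fluorescence read-out (Ex 386 nm, Em 447 nm) after stopping the reaction at pH 10. Enzyme: ASM from human placenta; substrate HMU-PC0, 9 uM final; 60 min, 37 °C. Compound preincubation 10 min, ambient temperature.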
# p53 reactivator = re-activators of mutant p53. H1299 p53-A138V BP100-luciferase reporter, luminescence, 24 h. Potency, µM (doses to about 92.2 µM), for inactives: top-dose activity change, positive = activation, actives largely listed as activators. 320,000 compounds, 0.063% hits; note: potency is the fitted concentration of half-maximal effect; % of control where 0% means no effect; nearly all actives have a fitted effect of over 45% in size
#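 H1299 (p53-null), stable ts p53-A138V + BP100-Luc; 1000 cells/well, Opti-MEM/10% FBS; cpd 4 pt, 1:5; 24 h, 37 deg C, 5% CO2; detection reagent 10 min RT; luminescence.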
# BRCA1 expr up = activators of BRCA1 expression; MCF7-BRCA1-FFLuc reporter, luminescence, 48 h; response scale: scaled: vehicle 0%, 10 µM genistein 100%; Potency, µM (doses to about 46.1 µM), without a hit: at the highest dose activation, most hits filed as activators; 380,000 compounds, 1.1% hits; note: potency is the fitted concentration of half-maximal effect; nearly all actives have a fitted effect of over 80% in size; some results filed as inactive show a strong effect at the top dose
#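 Quantitative HTS in MCF7 cells stably reporting BRCA1 expression via firefly luciferase. Compound treatment lasts 48 h at 37 °C in phenol-red free MEM. Activation is expressed relative to genistein at 10 microM and DMSO.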
# ELG1 genotox = genotoxicity induction in ELG1-luciferase HEK293T cells; HEK293T ELG1-luciferase reporter, luminescence, 16 h; Potency, µM (doses to about 46 µM), without a hit: at the top dose activity change, positive = activation, hits mostly activators; 330,000 compounds, 1.3% hits; note: potency is the fitted concentration of half-maximal effect; % of control where 0% means no effect; nearly all actives have a fitted effect of over 60% in size
#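 Step 1: seed 2,000 HEK293T ELG1-luciferase cells per well. Step 2: add compound or DMSO, incubate 16 hr at 37 °C. Step 3: ONE-Glo, 30 min at room temperature, read luminescence.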
# Eya2 phos inh = blocks the phosphatase activity of human Eya2 | 330,000 compounds, 0.006% hits | O00167 | Potency, µM (doses to about 76.9 µM), inactives show top-dose activity, negative = inhibition, usual class: inhibitors | AID 488837 | recombinant Eya2, OMFP fluorescence dephosphorylation (OMFP is methylfluorescein phosphate); note: potency is the fitted concentration of half-maximal effect; % is set by controls: 0 for no effect and ±100 for the full control effect
# Target sequence (O00167 whole entry, looked up): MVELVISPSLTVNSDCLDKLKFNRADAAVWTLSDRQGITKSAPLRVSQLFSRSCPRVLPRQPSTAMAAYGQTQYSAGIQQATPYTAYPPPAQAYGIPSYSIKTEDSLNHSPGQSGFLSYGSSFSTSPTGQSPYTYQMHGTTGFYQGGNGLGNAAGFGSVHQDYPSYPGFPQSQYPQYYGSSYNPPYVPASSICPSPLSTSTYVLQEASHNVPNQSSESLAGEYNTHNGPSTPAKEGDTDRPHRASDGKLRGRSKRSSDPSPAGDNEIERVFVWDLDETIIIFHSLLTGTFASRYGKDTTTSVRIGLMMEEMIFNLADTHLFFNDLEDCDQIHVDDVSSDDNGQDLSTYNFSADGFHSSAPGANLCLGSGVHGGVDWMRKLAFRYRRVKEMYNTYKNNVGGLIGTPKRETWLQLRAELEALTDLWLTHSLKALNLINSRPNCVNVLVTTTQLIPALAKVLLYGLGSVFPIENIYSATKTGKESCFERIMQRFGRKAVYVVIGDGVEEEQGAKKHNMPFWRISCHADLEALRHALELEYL
#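 Eya2 (0.2 uM) preincubated 10 min at ambient with compound, then OMFP substrate added at 50 uM; 10 min reaction in 50 mM HEPES pH 7.5, 50 mM NaCl, 5 uM MgCl2, 0.05% BSA, 1 mM DTT. Fluorescence read at Ex 485/Em 525 nm.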
# Starred values were filed as active, the others as inactive; i = inactive; ? = inconclusive; . = no result given; & = joins results of further samples; [ ] = dose if it differs, or a comment. Unless noted, calls come from the whole dose curve; as a rule, active = well fitted curve in the direction sought with a large enough effect; inconclusive = small, poorly fitted or top-dose-only effect, or another doubt; inactive = no such curve, though single readings can be large; an effect the other way counts as inactive or inconclusive.
# Every second line gives: USP2a block	TRPV1 ag	Integrin act MD	PTAP TSG101 blk	B2AR arrestin	uPA surface inh	ASM inhibitor	p53 reactivator	BRCA1 expr up	ELG1 genotox	Eya2 phos inh
O=C(CCS(=O)(=O)c1ccccc1)Nc1cccc2c1C(=O)NC2=O
    0.6%	0.8	-24.2%	-0.6%	0.1%	4.1%	6.1%	2.5%	16.7%	-0.2%	-3.1%
COc1ccc(NS(=O)(=O)c2cc(NC(=O)c3ccncc3)ccc2N2CCOCC2)cc1
    -0.6%	?	15.9%	-2.1%	-1.0%	-4.7%	1.9%	-4.5%	-7.8%	3.3%	1.6%
CCO[C@@H]1OC(C(N)=O)=C[C@H](C2CC2)[C@H]1CCCO
    .	.	11.0%	2.3%	.	-5.8%	5.2%	.	8.2%	.	.
CCC(NC(=O)Nc1ccc(O)cc1)(C(F)(F)F)C(F)(F)F
    -4.6%	?	-28.7%	-0.5%	0.2%	-0.4%	-3.0%	-5.2%	-24.7%	-1.3%	-4.5%
CCOC(=O)c1[nH]c(C)c(C(=O)O)c1C
    3.5%	-0.5	.	.	-0.2%	.	.	-2.2%	.	-3.7%	3.6%
OCCNc1ncnc2c1cnn2Cc1ccccc1
    -1.9%	-2.4	23.6%	-13.4%	-0.2%	-7.9%	7.3%	-0.9%	12.0%	0.5%	-5.6%
CCOc1ccc(Nc2ncnc3c2cnn3Cc2ccccc2)cc1
    -9.9%	2.5	-5.5%	-2.6%	0.1%	-11.7%	-0.3%	3.9%	-4.5%	0.2%	-6.6%
COC(C[C@H]1O[C@H]1C(=O)COCc1ccccc1)OC
    -9.9%	2.1	16.3%	-1.5%	-0.6%	-2.2%	-11.1%	1.3%	29.1%	5.1%	4.4%
CCSc1nnc(SCC(=O)Nc2cc(C)on2)s1
    -2.9%	.	30.3%	-5.5%	0.3%	6.8%	2.2%	5.3%	-11.5%	1.2%	0.2%
COc1ccccc1NC(=S)N1CCOCC1
    1.2%	-2.8	-2.7%	-3.6%	-0.5%	-2.0%	4.7%	1.5%	-3.0%	-0.1%	4.2%
COc1cc(CNCCCO)ccc1OCC(=O)NC(C)(C)C
    2.0%	-1.5	2.0%	-2.6%	0.1%	-5.6%	1.3%	-2.3%	6.3%	0.6%	-2.7%
COCCCNC(CC(=O)Nc1ccc(OC)cc1OC)C(=O)O (stereo unspecified)
    .	0.2	17.8%	-4.2%	.	.	0.0%	.	1.0%	.	.
O=c1nc(N/N=C/c2ccccn2)cn[nH]1
    9.8%	8.4	-18.5%	0.6%	0.3%	-14.4%	0.3%	17.5%	-39.8%	12.6%	11.4%
Clc1cccc(-c2ccc3ncnc(NCc4cccs4)c3c2)c1
    4.3%&1.1%	.	.	1.4%	-0.3%&0.3%	5.0%	-17.3%	0.6%	-38.7%	-1.9%	5.0%&1.2%
COCCN(C(=O)COC(=O)/C=C/c1cccc(OC)c1)c1c(N)n(CC(C)C)c(=O)[nH]c1=O
    -0.4%	0.1	-0.4%	-1.1%	-0.4%	2.4%	1.2%	0.4%	-7.3%	3.0%	2.1%
O=[N+]([O-])c1ccc(CCNc2cccc3ccccc23)c([N+](=O)[O-])c1
    -6.4%	2.8	2.5%	-8.4%	-1.1%	-3.1%	2.7%	-11.3%	-98.0%	2.8%	-21.7%
COc1ccccc1NC(=O)CN1C(=O)COc2ccc(C)cc21
    -1.4%	2.9	1.9%	0.5%	0.2%	1.5%	-0.8%	.	15.4%	-3.5%	5.0%
CNC(=O)COC(=O)CCC(=O)c1ccc(Cl)cc1
    -1.7%	4.9	6.9%	-3.1%	0.1%	-2.9%	0.5%	-0.6%	-1.8%	3.2%	4.5%
CC(C)(C)NS(=O)(=O)c1ccc(/C=C/C(=O)O)cc1
    0.1%	0.5	17.3%	-1.1%	-0.5%	0.7%	-0.1%	-2.4%	-8.1%	1.3%	-11.4%
CCOC(=O)[C@@H]1[C@H]2COc3cc(OC)ccc3[C@@H]2N2C(=O)N(c3ccccc3)C(=O)[C@@]12C
    2.4%	.	29.1%	-2.5%	-0.1%	-1.9%	-1.6%	0.7%	-6.0%	0.9%	-1.8%
COc1ccc(OC)c(C2CC(=O)N3CN(c4cccc(Cl)c4C)CSC3=C2C#N)c1 (stereo unspecified)
    -2.0%	-2.7	-2.9%	-5.0%	-0.3%	-1.7%	3.1%	4.6%	0.3%	-1.5%	-19.6%
CCN1CC(C)(C)N(C(=O)c2ccccc2)CC1(C)C
    .	.	-6.9%	-3.3%	.	3.0%	1.6%	.	-7.2%	.	.
COc1ccc(C2c3c(ccc4ccccc34)Oc3ncn4nc(Cc5ccc(OC)c(OC)c5)nc4c32)cc1 (stereo unspecified)
    5.1%	4.7	.	.	3.9%	.	.	?	.	-0.3%	-6.8%
Cc1nc(-c2cn[nH]c2)c2cc(C)oc2n1
    0.6%	-3.6	-16.0%	-6.0%	0.3%	-5.0%	3.8%	-10.5%	-14.2%	-3.8%	12.8%
O=C(c1ccccc1Cl)N(Cc1ccc(Br)cc1)N1C(=O)CCCC1=O
    2.2%	18.0	19.8%	-2.3%	-0.2%	0.6%	1.5%	-2.8%	-9.5%	-1.6%	1.4%
Cc1ccc2nc(C3CCN(C(=O)c4ccco4)CC3)[nH]c2c1
    -1.4%	-3.2	0.1%	.	-0.2%	9.3%	3.6%	3.9%	-2.2%	1.5%	-8.9%
O=C(/C=C/c1ccc(Cl)cc1)NCCSc1ccccc1
    2.5%	?	11.1%	-0.6%	-0.6%	0.9%	0.0%	-7.4%	17.7%	1.3%	19.5%
C=CCOc1ccc(C2OC34CCCCC3C(C#N)(C#N)C2(C#N)C(=N)O4)cc1 (stereo unspecified)
    7.4%	-1.4	-14.1%	?	-0.1%	0.6%	i	1.5%	8.8%	1.2%	-6.7%
O=C(Nc1cc([N+](=O)[O-])ccc1N1CCCC1)c1ccccc1
    -0.6%	2.2	-23.5%	-0.5%	-0.4%	-1.6%	?	-6.2%	-3.2%	2.8%	10.8%
CSc1nnc(NC(=O)c2nc(S(=O)(=O)Cc3ccccc3)ncc2Cl)s1
    0.9%	-2.8	-73.6%[inhibitor]	-0.7%	0.0%	-3.4%	-3.3%	-25.5%	-22.4%	-21.1%	4.7%
CCN(CC)c1ccc2c(c1)oc(=O)c1c(Cl)cc(=O)oc12
    13.2%	26.7	-54.8%[inhibitor]	?	3.6%	-7.6%	188.3%[activator]	-53.6%[inhibitor]	-96.3%[inhibitor]	?	-8.7%
O=c1c2ccccc2nnn1Cc1cccc2ccccc12
    -1.5%	5.2	6.7%	-2.9%	-0.1%	0.7%	-10.2%	5.0%	42.6%	3.9%	-2.3%
CCSc1nnc(NC(=O)[C@@H](NC(=O)c2cccc(C)c2)C(C)C)s1
    1.2%	1.2	?	-10.3%	-0.2%	-9.0%	0.0%	2.4%	23.2%	2.5%	2.7%
O=C(CSc1nc2[nH]ncc2c(=O)n1-c1ccccc1Br)NCc1ccco1
    3.4%	-0.8	-4.4%	-5.0%	3.3%	.	5.1%	21.8%	2.4%	-3.0%	-13.5%
O=C(CCCC(=O)N(c1ccc(F)cc1)C(C(=O)NC1CCCC1)c1ccc(O)cc1)Nc1ccccn1 (stereo unspecified)
    1.5%	-0.4	17.5%	-5.5%	0.0%	1.2%	3.9%	-0.3%	-11.0%	-8.4%	-13.0%
COC(=O)c1sccc1NS(=O)(=O)c1ccc(OC)cc1
    -1.1%	-0.6	-24.5%	-10.8%	-0.4%	-26.8%	3.5%	-2.6%	-71.0%	-2.6%	0.0%[15.4 µM]
COC(=O)c1cccc(NC(=O)/C=C/c2ccc3c(c2)OCO3)c1
    1.4%	?	5.4%	-2.1%	-0.5%	-5.5%	-3.1%	27.0%	-78.5%[inhibitor]	-7.8%	0.5%
CN1CCN(C(=O)c2ccc3c(c2)S(=O)(=O)c2ccccc2C3=O)CC1
    1.5%	0.4	-3.2%	-0.5%	0.5%	2.7%	10.1%	-0.3%	10.3%	13.0%	-1.9%
Cc1ccc(O)c(/C=N/NC(=O)CN2CCCC2)c1
    1.7%	1.3	-7.2%	-5.5%	-0.7%	?	292.1%[activator]	14.0%	-9.1%	?	1.3%
O=C(NC(=S)NNC(=O)c1ccccc1O)c1ccc([N+](=O)[O-])cc1
    0.7%	-4.2	2.0%	4.2%	0.1%	?	1.1%	-3.1%	-17.8%	-16.0%	-5.6%
Cc1n[nH]c(=S)c2nn(-c3ccccc3)c(C)c12
    2.2%	-0.5	.	.	-1.1%	.	.	-5.9%	.	1.1%	-13.8%
